# MDM2 E3 inh – Mdm2 E3 ligase (human) inhibition. signal enhancement, % at 5 µM. Q00987. 210,000 compounds, 0.11% hits. AID 1230. cell-based MDM2 ubiquitination luciferase reporter, 2 h; 0 = plate control, 100 = twice control, blank-subtracted;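 active = signal enhancement of 30% or more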;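 note: luminescence tracks abundance of the self-degrading MDM2-luciferase fusion protein; higher signal means inhibition of MDM2 E3 ligase activity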
#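 Assay system: mammalian cells stably expressing self-ubiquitinating, self-degrading MDM2 E3–luciferase fusion. Quantity: 2000 cells in each well. Medium: DMEM culture medium. Compound dosing: single-point 5 µM. Timing: cell settling 4 h, compound treatment 2 h, both 37 °C. Technique: luciferase luminescence. Read-out basis: percent signal gain over controls, blank-subtracted. Benchmarks: plate controls and plate blanks.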
# FXIa inh 1536 – blocks human coagulation factor XIa protease activity; 220,000 compounds, 0.14% hits; AID 798; inhibition, % at 5 µM; purified FXIa, Boc-Glu-Ala-Arg-AMC fluorogenic substrate;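 active = inhibition of at least 40%; inactive = inhibition below 40%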;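 note: fluorescence of freed AMC excited at 355 nm; 0% = enzyme without compound and 100% = no enzyme blank; many of its hits are not listed in these tables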
# 14-3-3 Bad PPI – disrupts binding of bovine 14-3-3 zeta to phospho-Bad peptide; inhibition, % at 21.7 µM; 220,000 compounds, 0.71% hits; TR-FRET 14-3-3zeta/Dy647-pBad peptide displacement, 1 h; P63103;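 active = inhibition above about 70%, limit read from the data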;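 note: 0% = full 14-3-3 plus peptide FRET controls and 100% = background without 14-3-3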
# Rad51 HR inh – blocks human Rad51 in homologous recombination; 200,000 compounds, 0.085% hits; Q06609; inhibition, % at 10 µM; hRad51 DNA strand exchange, fluorescence dequenching;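 active = inhibition above 40% at the single screening dose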;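 note: 0% = DMSO control wells and 100% = blanks with heterologous ssDNA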
#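 Test system: preformed human Rad51 ssDNA filaments. Compound dosing: single dose, 10 µM final compound. Incubation: filaments 15 min 37 °C, then compound 30 min. Technique: FRET fluorescence dequenching, excitation 485 nm, emission 520 nm. Read-out basis: percent inhibition from fluorescence, normalised to plate control and blank means. Benchmarks: plate controls and plate blanks.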
# KLK5 inh – inhibitors of human kallikrein 5; inhibition, % at 5 µM; recombinant hK5, fluorogenic AMC substrate cleavage; Q9Y337; 210,000 compounds, 0.59% hits;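 active = inhibition of 40% or more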;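 note: 0% = enzyme controls without compound and 100% = no-enzyme blanks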
# p97 inhibitor – human p97 ATPase inhibition; 220,000 compounds, 0.42% hits; recombinant p97 ATPase, Kinase-Glo ATP luminescence, 3 h; inhibition, % at 8 µM; P55072; in the data active = inhibition above about 15%;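 note: 0% = DMSO vehicle and 100% = wells lacking enzyme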
# eIF4E-4G inh – inhibitors of eIF4E and eIF4G interaction in translation initiation; P63073+Q04637; TR-FRET eIF4E-eIF4GI(517-606) binding, 2 h; inhibition, % at 21.7 µM; 220,000 compounds, 0.37% hits;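 active = inhibition above about 30%, limit read from the data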;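 note: 0% = full FRET control wells and 100% = background wells lacking eIF4GI fragment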
# Target sequence (P63073 whole entry, looked up, the tested form may be a part): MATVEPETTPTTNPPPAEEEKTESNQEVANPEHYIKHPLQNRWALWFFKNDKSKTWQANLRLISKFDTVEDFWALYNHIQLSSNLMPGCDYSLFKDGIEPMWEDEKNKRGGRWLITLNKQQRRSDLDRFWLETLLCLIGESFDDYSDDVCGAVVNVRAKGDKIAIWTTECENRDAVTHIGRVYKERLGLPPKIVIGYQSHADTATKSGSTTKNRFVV
# Target sequence (Q04637 whole entry, looked up, the tested form may be a part): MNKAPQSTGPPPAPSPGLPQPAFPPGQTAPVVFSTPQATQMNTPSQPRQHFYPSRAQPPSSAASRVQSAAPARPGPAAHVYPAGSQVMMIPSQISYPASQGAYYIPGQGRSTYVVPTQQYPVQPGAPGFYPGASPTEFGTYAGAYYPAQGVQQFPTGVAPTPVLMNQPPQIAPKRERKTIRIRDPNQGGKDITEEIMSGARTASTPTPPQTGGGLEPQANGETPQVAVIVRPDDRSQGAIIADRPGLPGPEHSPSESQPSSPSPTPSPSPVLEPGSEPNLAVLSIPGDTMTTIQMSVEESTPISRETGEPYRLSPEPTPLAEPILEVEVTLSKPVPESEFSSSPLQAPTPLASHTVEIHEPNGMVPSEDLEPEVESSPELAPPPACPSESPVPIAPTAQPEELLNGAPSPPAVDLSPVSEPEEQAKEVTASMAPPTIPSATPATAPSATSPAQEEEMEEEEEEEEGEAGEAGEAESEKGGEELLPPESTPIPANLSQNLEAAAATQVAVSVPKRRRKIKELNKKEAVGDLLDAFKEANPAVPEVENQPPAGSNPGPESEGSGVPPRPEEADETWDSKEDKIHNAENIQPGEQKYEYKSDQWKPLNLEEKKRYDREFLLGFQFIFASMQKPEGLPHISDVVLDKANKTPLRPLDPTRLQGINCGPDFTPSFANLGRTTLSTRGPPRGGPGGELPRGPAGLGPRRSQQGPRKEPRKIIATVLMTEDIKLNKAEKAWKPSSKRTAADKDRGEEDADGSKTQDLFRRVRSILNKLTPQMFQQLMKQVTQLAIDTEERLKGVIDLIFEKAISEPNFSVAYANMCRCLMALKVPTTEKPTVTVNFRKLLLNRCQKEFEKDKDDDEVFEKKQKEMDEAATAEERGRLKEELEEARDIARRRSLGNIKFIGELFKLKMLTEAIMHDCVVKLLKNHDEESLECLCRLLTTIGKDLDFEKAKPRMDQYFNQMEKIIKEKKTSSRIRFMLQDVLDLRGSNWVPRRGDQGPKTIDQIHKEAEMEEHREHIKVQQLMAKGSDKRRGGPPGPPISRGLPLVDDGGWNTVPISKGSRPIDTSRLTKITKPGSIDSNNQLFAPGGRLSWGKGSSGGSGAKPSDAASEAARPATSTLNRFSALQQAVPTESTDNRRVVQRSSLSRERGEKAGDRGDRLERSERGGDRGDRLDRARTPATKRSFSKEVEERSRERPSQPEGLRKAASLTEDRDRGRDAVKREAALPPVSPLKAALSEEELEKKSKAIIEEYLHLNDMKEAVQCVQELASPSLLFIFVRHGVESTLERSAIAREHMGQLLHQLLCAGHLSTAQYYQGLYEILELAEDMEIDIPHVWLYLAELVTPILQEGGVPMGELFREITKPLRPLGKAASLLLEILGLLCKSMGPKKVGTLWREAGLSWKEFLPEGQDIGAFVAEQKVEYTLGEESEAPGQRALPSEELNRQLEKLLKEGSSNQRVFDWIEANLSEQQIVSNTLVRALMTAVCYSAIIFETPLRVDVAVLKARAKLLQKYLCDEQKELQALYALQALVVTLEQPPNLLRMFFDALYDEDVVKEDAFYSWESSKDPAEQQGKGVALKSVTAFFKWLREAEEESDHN
# Wee1 degr inh – blocks degradation of human Wee1 kinase | 220,000 compounds, 1.2% hits | reporter increase, % at 5 µM | HeLa Luc-Wee1K328M stability, luciferase luminescence; 100% = proteasome inhibitor MG132 effect | P30291 | AID 1321;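 active = activation above the mean of all tested compounds plus 3 SD, set per screening run, cut at about 8.8% in these data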;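 note: cells exposed to compound for 20 h before luminescence read; 0% = DMSO alone and 100% = MG132 at 30 µM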
# FXIIa inh – factor XIIa (human) inhibition | purified FXIIa, Boc-QGR-AMC fluorogenic substrate, 2 h | AID 800 | 220,000 compounds, 0.3% hits | inhibition, % at 5 µM | P00748; in the data active = inhibition above about 40%;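 note: 0% = enzyme with no compound and 100% = blank without enzyme; many of its hits are not listed in these tables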
# Active calls of the source: *; . = no result given; [ ] = dose if it differs, or a comment.
no.	SMILES	eIF4E-4G inh	Wee1 degr inh	Rad51 HR inh	FXIIa inh	FXIa inh 1536	p97 inhibitor	MDM2 E3 inh	KLK5 inh	14-3-3 Bad PPI
1	CC1CCCCN1CC(=O)Nc1cc(S(=O)(=O)N2CCOCC2)ccc1N1CCCC1 (stereo not drawn)	-1	1	-6	4	-1	3	-6	-7	-4
2	COC(=O)c1[nH]c2ccc(C)cc2c1NC(=O)Nc1ccccc1OC	-10[fluorescence artefact?]	5	1	27	19	1	-13	-22	-11[fluorescence artefact?]
3	CC(C)(C)NC(=O)Cn1nc(C(F)(F)F)c2c1CCCC2	1	-1	.	10	-1	-2	-6	2	0
4	NNC(=O)CCN(Cc1ccco1)S(=O)(=O)c1ccc(Cl)cc1	-4	-1	5	5	-7	0	-19	-2	-1
5	CCOC(=O)c1c(NC(=O)OC)sc(C(=O)N(C)C)c1C	-5	-1	-10	-1	-5	-3	-9	-4	6
6	O=S(=O)(/N=C(/Nc1ccccn1)c1ccccc1)c1ccccc1	1	-2	0	-9	-6	2	-8	2	9
7	Cc1ccc(-n2cc(C(=O)c3cc(Cl)ccc3O)cc(C#N)c2=O)cc1	9	3	-22	7	5	2	13	-15	-26
8	Cc1cccc(-c2nc3cc([N+](=O)[O-])ccc3o2)c1	1	-2	1	9	0	0	-6	3	0
9	CC(C)(C)C(=O)CN1C2=NCCN2c2ccccc21	-1	-1	-2	12	0	5	-1	8	-9
10	Cn1c(NC(=O)c2ccc(C(C)(C)C)cc2)cc(=O)n(C)c1=O	0	-1	2	7	-3	1	-17	-17	13[fluorescence artefact?]
11	Cn1c(Cn2nnc3ccccc32)nnc1SCC(=O)N1c2ccccc2CCc2ccccc21	1	-1	2	2	-7	-5	-7	-20	-8
12	C=CCn1c(COc2ccccc2F)nnc1SCC(=O)c1c[nH]c2ccccc12	1	-1	8	-1	0	4	-12	-8	5
13	CCOc1ccc(NC(=O)c2cn(CC(C)C)c(=O)c3c2c2ccccc2n3C)cc1	-3	5	-7	28	26	4	-16	-21	27
14	Cc1cccc(NC(=O)C2CCCN2S(=O)(=O)c2cccc3cccnc23)c1 (stereo not drawn)	2	-3	5	0	-10	2	-6	-6	6
15	O=C(C1=C[C@H](c2ccccc2)C[C@H](OCc2ccc(CO)cc2)O1)N1CCCCCCC1	0	4	.	10	5	2	.	2	6
16	O=C(O)/C=C/C(=O)NCc1ccccc1	-3	-5	10	6	1	-2	16	-18	3
17	Cc1c(-c2ccccc2Cl)nc2ccccc2c1C(=O)O	-2	5	-8	7	3	6	-10	10	0
18	O=C1N(S(=O)(=O)c2ccccc2F)C(=O)C2(CCCC2)N1S(=O)(=O)c1ccccc1F	2[fluorescence artefact?]	-1	-7	-2	2	-1	-1	-6	53
19	COc1cccc(/C=N/n2c(=S)n(C)c3ccccc32)c1OC	6	3	10	-6	-12	4	0	-5	-5
20	COc1ccc(OC)c(-c2csc(NC(=O)Cc3cccs3)n2)c1	0	3	-2	6	0	6	-5	-2	-5
21	COC(=O)c1c(C(=O)OC)c2ccncn2c1Cl	11	-3	10	18	9	8	-16	-20	-3
22	O=C(Oc1cccnc1)c1ccccc1[N+](=O)[O-]	-2	-1	.	7	5	4	-13	-3	1
23	O=C(O)c1ccccc1OCc1ccccc1Br	5	-2	-6	0	-5	3	-10	-6	-3
24	Cc1cccc(NC(=O)COc2cccc3c2CCN(Cc2ccccc2)C3=O)c1C	0	-1	-1	5	4	3	-3	0	7
25	Cc1ncc([N+](=O)[O-])n1CC(=O)Nc1ccccc1	2	-1	-8	0	0	6	-9	-5	2
26	Cn1cc([N+](=O)[O-])c(C(=O)NCc2ccco2)n1	3	-2	12	9	-3	5	15	1	-26
27	O=S(=O)(Cc1ccccc1)N1CCc2ccccc2C1	5[fluorescence artefact?]	3	1	2	-3	0	-12	-9	-9[fluorescence artefact?]
28	Cc1ccc2[nH]c(=O)c(C(c3nnnn3CCc3ccccc3)N3CCOCC3)cc2c1 (stereo not drawn)	1	-2	6	7	-5	-6	-13	13	11
29	O=C(O)CSCC(=O)NCc1ccccc1Cl	-1	-4	4	4	-2	0	-10	-7	-9
30	Cc1ccc(NC(=O)Cc2ccccc2Cl)cc1S(=O)(=O)N(C)C	1	-1	-3	1	2	-3	-8	-2	2[fluorescence artefact?]

# Next part; it opens with the three that closed the last part.
no.	SMILES	eIF4E-4G inh	Wee1 degr inh	Rad51 HR inh	FXIIa inh	FXIa inh 1536	p97 inhibitor	MDM2 E3 inh	KLK5 inh	14-3-3 Bad PPI
28	Cc1ccc2[nH]c(=O)c(C(c3nnnn3CCc3ccccc3)N3CCOCC3)cc2c1 (stereo not drawn)	1	-2	6	7	-5	-6	-13	13	11
29	O=C(O)CSCC(=O)NCc1ccccc1Cl	-1	-4	4	4	-2	0	-10	-7	-9
30	Cc1ccc(NC(=O)Cc2ccccc2Cl)cc1S(=O)(=O)N(C)C	1	-1	-3	1	2	-3	-8	-2	2[fluorescence artefact?]
31	Cc1cc(C)nc(NS(=O)(=O)c2ccc(NC(=O)CSc3ncn[nH]3)cc2)n1	0	4	6	5	3	7	5	-1	-3
32	CC(=O)OCCCN1c2ccccc2Nc2nnc(-c3ccccc3)cc21	3	9.1*	6	9	-5	2	-38	7	3
33	CCOc1ccc2oc(C(=O)NC3CCN(Cc4ccccc4)CC3)c(C)c2c1	7	-1	14	8	0	-6	-5	1	-7
34	O=C(CSc1nnc(CNC(=O)c2ccco2)o1)NC1CCCC1	-5	0	8	6	4	-7	-9	-5	15[fluorescence artefact?]
35	COC(=O)CC(=O)CSc1nc2c(cc1C#N)CCCCC2	5	0	-2	20	16	-1	-23	-7	-1
36	CCN(CC)C(=O)CSc1nnc(-c2cccs2)n1Cc1ccco1	-2	-4	0	-8	-9	-2	-27	-16	8
37	COc1ccc(/C(C)=N/NC(=O)Cc2c(C)nc(C)[nH]c2=O)cc1	3	-1	.	13	5	2	-22	6	-21[fluorescence artefact?]
38	N#Cc1ccc(NC(=O)COC(=O)CCc2nc3ccccc3c(=O)[nH]2)cc1	2	9.7*	0	8	1	3	-8	-2	-4
39	Cc1nc(N2CCN(c3ccccc3)CC2)[nH]c(=O)c1Cc1cccc2ccccc12	-3	1	.	15	0	-7	-7	1	-3
40	C=CC(C)(C)c1cc2cc3ccoc3cc2oc1=O	1	0	3	17	6	8	.	-5	3[fluorescence artefact?]
41	COc1ccc(/C=C/CN2CCN(Cc3ccc(C)cc3)C(CCO)C2)cc1 (stereo not drawn)	5	4	1	7	-2	0	3	1	-22
42	O=C(C[n+]1ccccc1)Nc1ccccc1Br	3	-2	7	3	-5	5	11	-2	-11
43	CCCOC(=O)Nc1nnc(CCC)s1	-8[fluorescence artefact?]	-2	-7	7	7	4	-6	-13	8[fluorescence artefact?]
44	Cc1ccc(-c2nc3ccccc3o2)cc1NC(=S)NC(=O)c1cc2ccccc2o1	0	1	-1	7	1	14	-10	3	8[fluorescence artefact?]
45	COC(CNC(=O)c1c[nH]c2ccc(S(=O)(=O)N3CCC4(CC3)OCCO4)cc2c1=O)OC	-1	-2	.	6	22	0	-5	-5	11
46	Cc1ccc(Nc2nnc(SCC(=O)Nc3cccc(S(=O)(=O)NC4=NCCCCC4)c3)s2)cc1	12[fluorescence artefact?]	-2	11	9	10	1	8	-8	-5[fluorescence artefact?]
47	Nc1ccn(Cc2ccccc2)n1	0	-1	.	11	-2	2	-17	.	-4
48	CCCCOc1ccc(NC(=O)CCSc2nccn2C)cc1	5	-2	8	6	-5	2	-2	1	-18
49	CC(=N\Nc1ccc(Cl)cc1)/C(=N/O)C(=O)Nc1ccccc1	1	-1	1	16	3	1	15	5	-19
50	C1=C(C(c2nnnn2C2CCCCC2)N2CCCCC2)COc2ccccc21 (stereo not drawn)	2[fluorescence artefact?]	3	6	18	3	3	-5	0	0
51	CN1CCN(C(=O)C2=C[C@H](c3csc4ccccc34)C[C@H](OCCCCO)O2)CC1	3	0	7	4	0	4	.	0	3
52	C(=N\NC1=Nc2cccc3cccc1c23)/c1ccccn1	-5	2	-19	11	8	4	-18	-1	-15
53	Cn1cc(C(=O)NCc2ccc(F)cc2)c(=O)c2cc(S(=O)(=O)N3CCCCC3)ccc21	7[fluorescence artefact?]	-1	.	0	-6	-4	-2	-9	15[fluorescence artefact?]
54	O=C(c1ccco1)c1cn(CC(=O)N2CCCc3ccccc32)c2ccccc12	-5	-3	13	-3	-7	2	-16	6	4[fluorescence artefact?]
55	Cc1ccc(S(=O)(=O)/N=S(/c2ccccc2)C(C)C)cc1 (stereo not drawn)	2	2	3	9	1	0	-8	-2	0
56	CCN(CC)CCn1c(C)nc2c(sc3nc4c(cc32)COC(C)(C)C4)c1=O	-1	5	17	2	2	3	-6	1	-1
57	CCn1cc(C(=O)OCC(=O)NCc2ccccc2Cl)c(=O)c2ccc(C)nc21	14	4	-3	1	0	3	-17	-2	20
58	Cc1ccc(C(=O)Nc2nnc(-c3cccs3)s2)cc1C	1	0	.	7	2	7	-23	5	-12
59	CCOCCCn1c(SCc2nc3ccccc3s2)nc2ccccc2c1=O	-2	1	-1	5	6	1	7	-20	-19[fluorescence artefact?]
60	COc1ccc(C(=O)N/C(=C\c2cccc3ccccc23)C(=O)NCCc2c[nH]c3ccccc23)cc1OC	-17	-1	16	9	2	6	-6	-19	-12

# The listing continues:
no.	SMILES	eIF4E-4G inh	Wee1 degr inh	Rad51 HR inh	FXIIa inh	FXIa inh 1536	p97 inhibitor	MDM2 E3 inh	KLK5 inh	14-3-3 Bad PPI
61	CCCCNC(=S)NCCN1CCN(C(=S)NCCCC)CC1	-3	-1	-7	13	-7	-4	-9	1	-6
62	N#CC1=C(N)OC2=C(C(=O)CCC2)C1c1ccoc1 (stereo not drawn)	-1	-5	-5	12	0	3	7	3	-5
63	Cc1nn(C)cc1CNCc1ccc(OCC(O)CN(C)Cc2ccccc2)cc1 (stereo not drawn)	0	0	4	3	-2	5	0	-4	-2
64	O=C(/C=C/c1ccc2c(c1)OCCO2)c1ccc(O)cc1	4	5	8	7	2	9	-18	-1	0
65	O=C(NC1CC2CCCC(C1)N2S(=O)(=O)c1ccccc1)C1CCCCC1 (stereo not drawn)	4[fluorescence artefact?]	1	6	15	6	1	-15	-24	12[fluorescence artefact?]
66	Cc1cc(C)cc(NC(=S)NN)c1	-2	1	-64	12	8	-3	-2	-3	-1
67	C=CCSc1nc2sc3c(c2c(=O)n1CC=C)CCc1ccccc1-3	5	-1	-7	16	4	7	-11	4	-2
68	Cc1ccccc1-n1ncc2c(SCC(=O)NCc3cccs3)ncnc21	-3	2	2	-1	-10	-1	-20	-4	4
69	CCc1ccc(C(=O)CSc2nnc(C)c(=O)[nH]2)cc1	4[fluorescence artefact?]	0	4	-1	-12	-2	-8	-21	0
70	CN(C1CCCCC1)S(=O)(=O)c1ccc(C(=O)N2CCN(c3nc4ccccc4s3)CC2)cc1	-6	-1	.	14	11	3	.	-10	-1[fluorescence artefact?]
71	Cc1cc2oc(C(=O)N(Cc3ccccc3)C3CCS(=O)(=O)C3)cc(=O)c2cc1Cl (stereo not drawn)	6	2	.	15	-18	-4	-8	10	88*[fluorescence artefact?]
72	CC(C)Oc1cc(N)c(Cl)cc1Cl	-2	3	-3	-7	0	5	-8	-7	-1

# Screening results as filed in PubChem.
